Source: PubChem
KDM4C inh: inhibitors of GASC-1 (KDM4C) histone demethylase, primary screen, biochemical, single concentration HTS. Lysine-specific demethylase 4C (Homo sapiens), Q9H3R0. GST-KDM4C 2-372, H3K9me3 peptide, LANCE TR-FRET. inhibition, % at 12.5 µM. 96,000 compounds, 0.15% hits. AID 720574, 2013;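 active = mean replicate inhibition above about 25%, with at least 55% of replicates also reaching it, limit read from the data, passing the limit was not always enough; inconclusive = only one of those two conditions met; inactive = neither condition met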
Target sequence (Q9H3R0 2-372 limits assumed): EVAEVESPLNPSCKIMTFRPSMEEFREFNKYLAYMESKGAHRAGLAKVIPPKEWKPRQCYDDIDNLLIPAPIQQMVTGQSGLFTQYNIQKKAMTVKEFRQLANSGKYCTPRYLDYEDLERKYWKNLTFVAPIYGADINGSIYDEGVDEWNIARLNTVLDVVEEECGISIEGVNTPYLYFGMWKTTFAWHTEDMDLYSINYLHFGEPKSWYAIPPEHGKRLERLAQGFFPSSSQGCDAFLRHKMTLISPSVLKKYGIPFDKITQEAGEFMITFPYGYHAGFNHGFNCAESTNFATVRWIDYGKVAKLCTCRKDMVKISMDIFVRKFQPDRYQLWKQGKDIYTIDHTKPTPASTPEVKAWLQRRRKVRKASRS
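System: N-terminal GST-fused human GASC-1 (KDM4C) fragment, residues 2-372; amount: enzyme final amount 10 nM; incubation: reaction 30 min RT, detection step 1 h RT; medium: HEPES buffer, pH 7.5, plus ascorbate; technique: LANCE TR-FRET, Eu antibody, ULight-streptavidin, EDTA, ex 340 nm, em 618/671 nm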
T cruzi growth: T. cruzi intracellular proliferation inhibitors, primary screen, cell-based, beta-gal Tulahuen parasites, NIH3T3 host, luminescence; T. cruzi beta-gal in NIH3T3, GalScreen luminescence, 90 h; inhibition, % at 8.34 µM; 77,000 compounds, 5.9% hits; AID 624255, 2012;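 active = mean inhibition above about 93%, with at least 55% of replicates each passing it, limit read from the data, passing the limit was not always enough; inconclusive = only one of those two conditions holds; inactive = neither condition holds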
C diff growth: C. difficile growth inhibitors, primary screen, HTS. AID 1259249, 2017. Clostridium difficile clinical isolate growth, OD600, 24 h; stronger effect = lower value. 86,000 compounds, 0.25% hits. growth activity, negative = inhibition, % at 16 µg/mL (by protocol);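 active = mean growth activity at or below -80% and every replicate also at or below -80%; inconclusive = mean at or below -80% but some replicate above -80%; inactive = mean growth activity above -80%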;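 note: 0% = DMSO wells and -100% = levofloxacin 16 µg/mL wells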
Pf Dd2 growth: P. falciparum Dd2 growth inhibitors, primary screen, SYBR Green fluorescence, single dose replicates | 94,000 compounds, 2.3% hits | activity change, % at 10 µM | 72 h; stronger effect = lower value; in the data active = activity change below about -80%; inconclusive = no clear call, values can overlap the other calls
Numbers without * were called inactive; ? = inconclusive; · = no result given; & = joins results of further samples. The order is random; about 6.7% have a hit in one of these screens.

A first look, 11 compounds:
SMILES	KDM4C inh	T cruzi growth	C diff growth	Pf Dd2 growth
Cc1ccc(S(=O)(=O)Nc2ccc3c(c2)CC(=O)N([C@@H](C)CO)C[C@H](C)[C@@H](CN(C)Cc2ccc(-c4ccccc4)cc2)O3)cc1	0.3	1	0	-32
Cc1ccc(S(=O)(=O)N[C@@H]2CC[C@H](CC(=O)NCCc3ccncc3)O[C@@H]2CO)cc1	1.3	-4	-3	-7
COCC(=O)N1[C@@H](CO)[C@H](c2ccccc2)C12CN(C(=O)c1ccc(F)cc1)C2	-0.2	·	-2	26
Cc1noc(C)c1NC(=O)N(C)C[C@@H]1OCCCC[C@@H](C)Oc2ccc(NS(=O)(=O)c3c(C)noc3C)cc2C(=O)N([C@@H](C)CO)C[C@H]1C	-0.7	-14	4	27
CC(C)NC(=O)N(C)C[C@H]1Oc2cc(-c3ccccc3)ccc2S(=O)(=O)N([C@H](C)CO)C[C@@H]1C	0.6	45	-1	7
Cc1noc(C)c1S(=O)(=O)N(C)C[C@@H]1Oc2c(cccc2N(C)C)C(=O)N([C@H](C)CO)C[C@H]1C	-0.7	9	0	-12
O=C(CC(F)(F)F)N1C[C@H]2[C@@H](c3ccccc31)[C@@H](CO)N2C(=O)c1ccncc1	2.7	-4	-2	4
CC(=O)N1CC(=O)N2[C@H](CO)[C@@H](c3ccc(-c4ccc(C#N)cc4)cc3)[C@H]2C1	0.1	·	-12	12
C[C@H](CO)N1C[C@H](C)[C@@H](CN(C)C(=O)Cc2ccccc2)OCCCC[C@H](C)Oc2ccc(NC(=O)Cc3ccccc3)cc2C1=O	1.1	33	-4	-2
COc1ccc(S(=O)(=O)Nc2ccc3c(c2)C(=O)N([C@@H](C)CO)C[C@@H](C)[C@@H](CN(C)S(=O)(=O)c2cn(C)cn2)O3)cc1	1.6	-12	-4	16
CCCNC(=O)N(C)C[C@@H]1Oc2cc(C#C[C@H](C)O)ccc2S(=O)(=O)N([C@H](C)CO)C[C@H]1C	0.6	-10&-2	-3&-7	17&17

The list itself, from the first entry:
SMILES	KDM4C inh	T cruzi growth	C diff growth	Pf Dd2 growth
Cc1ccc(S(=O)(=O)Nc2ccc3c(c2)CC(=O)N([C@@H](C)CO)C[C@H](C)[C@@H](CN(C)Cc2ccc(-c4ccccc4)cc2)O3)cc1	0.3	1	0	-32
Cc1ccc(S(=O)(=O)N[C@@H]2CC[C@H](CC(=O)NCCc3ccncc3)O[C@@H]2CO)cc1	1.3	-4	-3	-7
COCC(=O)N1[C@@H](CO)[C@H](c2ccccc2)C12CN(C(=O)c1ccc(F)cc1)C2	-0.2	·	-2	26
Cc1noc(C)c1NC(=O)N(C)C[C@@H]1OCCCC[C@@H](C)Oc2ccc(NS(=O)(=O)c3c(C)noc3C)cc2C(=O)N([C@@H](C)CO)C[C@H]1C	-0.7	-14	4	27
CC(C)NC(=O)N(C)C[C@H]1Oc2cc(-c3ccccc3)ccc2S(=O)(=O)N([C@H](C)CO)C[C@@H]1C	0.6	45	-1	7
Cc1noc(C)c1S(=O)(=O)N(C)C[C@@H]1Oc2c(cccc2N(C)C)C(=O)N([C@H](C)CO)C[C@H]1C	-0.7	9	0	-12
O=C(CC(F)(F)F)N1C[C@H]2[C@@H](c3ccccc31)[C@@H](CO)N2C(=O)c1ccncc1	2.7	-4	-2	4
CC(=O)N1CC(=O)N2[C@H](CO)[C@@H](c3ccc(-c4ccc(C#N)cc4)cc3)[C@H]2C1	0.1	·	-12	12
C[C@H](CO)N1C[C@H](C)[C@@H](CN(C)C(=O)Cc2ccccc2)OCCCC[C@H](C)Oc2ccc(NC(=O)Cc3ccccc3)cc2C1=O	1.1	33	-4	-2
COc1ccc(S(=O)(=O)Nc2ccc3c(c2)C(=O)N([C@@H](C)CO)C[C@@H](C)[C@@H](CN(C)S(=O)(=O)c2cn(C)cn2)O3)cc1	1.6	-12	-4	16
CCCNC(=O)N(C)C[C@@H]1Oc2cc(C#C[C@H](C)O)ccc2S(=O)(=O)N([C@H](C)CO)C[C@H]1C	0.6	-10&-2	-3&-7	17&17
Cc1noc(C)c1S(=O)(=O)Nc1ccc2c(c1)C(=O)N([C@H](C)CO)C[C@@H](C)[C@H](CN(C)C(=O)Nc1ccc3c(c1)OCO3)OCCCC[C@@H](C)O2	-0.4	36	-1	-71
CC(=O)NC[C@H]1[C@@H](c2ccc(-c3cccc(F)c3)cc2)[C@H](CO)N1C(C)=O	-0.4	7	-4	1
C[C@H](CO)N1C[C@H](C)[C@@H](CN(C)Cc2ccncc2)Oc2ccc(NC(=O)Cn3cnnn3)cc2CC1=O	1.4	18	-4	8
C[C@@H]1CN([C@@H](C)CO)S(=O)(=O)c2ccc(-c3ccccc3F)cc2O[C@H]1CN(C)S(C)(=O)=O	0.0	-57	-4	-54
C[C@H]1CN([C@@H](C)CO)C(=O)c2cc(NC(=O)C3CC3)ccc2O[C@H]1CN(C)S(=O)(=O)c1ccc(Cl)cc1	0.6	5	-6	24
COc1ccc(NC(=O)N[C@@H]2CC[C@H](CCNS(=O)(=O)c3cccc(Cl)c3)O[C@@H]2CO)cc1	-0.7	22	6	-25
C[C@H]1CCCCO[C@@H](CN(C)Cc2ccc3c(c2)OCO3)[C@@H](C)CN([C@@H](C)CO)C(=O)c2cc(NC(=O)c3ccncc3)ccc2O1	1.5	19	-1	-63
CCCNC(=O)N1CC(=O)N2[C@H](CO)[C@@H](c3ccc(C#Cc4cccc(F)c4)cc3)[C@H]2C1	0.0	·	-7	-32
C/C=C/c1ccc([C@H]2[C@@H](C#N)N(c3nc(CC)cs3)[C@@H]2CO)cc1	0.2	?	2	-47
O=C(NCC1CC1)[C@H]1[C@H](CO)[C@H]2Cn3c(cccc3=O)[C@@H]1N2CCc1ccccc1	3.4	92	-4	6
COc1ccc(S(=O)(=O)Nc2cccc3c2O[C@H](CN(C)S(=O)(=O)c2ccc(OC)cc2)[C@H](C)CN([C@H](C)CO)C3=O)cc1	-0.5	·	-11	-6
Cc1ccc(S(=O)(=O)N(C)C[C@@H]2Oc3c(cccc3N(C)C)C(=O)N([C@H](C)CO)C[C@H]2C)cc1	0.2	34	0	-1
CN(C)CC(=O)N[C@H]1CC[C@@H](CC(=O)NCc2ccccc2F)O[C@H]1CO	0.9	-86	54	3
C[C@H]1CN([C@@H](C)CO)C(=O)Cc2cc(NS(C)(=O)=O)ccc2O[C@H]1CN(C)S(=O)(=O)c1cccs1	-0.8	26	-3	16
C[C@@H]1CCCCO[C@H](CN(C)S(=O)(=O)c2ccc(Cl)cc2)[C@H](C)CN([C@@H](C)CO)C(=O)c2cc(N(C)C)ccc2O1	-0.9	86	-8	-23
CC(C)NC(=O)Nc1ccc2c(c1)C(=O)N([C@H](C)CO)C[C@H](C)[C@H](CN(C)Cc1ccncc1)O2	0.3	·	2	5
CC(=O)N(C)C[C@@H]1Oc2ncc(-c3cncnc3)cc2C(=O)N([C@H](C)CO)C[C@@H]1C	-1.5	-32	-4	35
O=C(Nc1cccc(Cl)c1)N1C[C@@H]2[C@H](c3ccccc31)[C@H](CO)N2C(=O)c1ccncc1	1.0	21	16	-8
O=C(NC[C@H]1N[C@H](CO)[C@@H]1c1ccc(C2=CCCCC2)cc1)C1CCCC1	-0.6	·	21	-32
COCC(=O)N1C[C@@H](C)[C@H](OC)CN(C)C(=O)c2ccc(NC(=O)c3ccc(OC)cc3)cc2OC[C@@H]1C	-1.4	34	·	-13
C[C@H]1CN([C@@H](C)CO)C(=O)CCCn2nncc2CO[C@@H]1CN(C)S(=O)(=O)c1cn(C)cn1	-0.2	-2	·	4
CCNC(=O)C[C@H]1CC[C@@H]2[C@H](COc3ccc(NC(=O)C4CCOCC4)cc3C(=O)N2C)O1	-0.7	33	-11	2
C[C@@H]1CN([C@H](C)CO)C(=O)c2cc(C#CC3CCCC3)cnc2O[C@H]1CN(C)Cc1ccncc1	3.0	-13	0	-30
O=C(C[C@H]1CC[C@@H]2[C@H](COC[C@H](O)CN2Cc2ccccc2)O1)NCCc1ccccc1	-0.1	62	8	-1
Cn1cnc(S(=O)(=O)N2CCCCN3[C@H](C2)[C@@H](c2ccc(C#CC4CC4)cc2)[C@@H]3CO)c1	·	53	-4	21
O=C(c1ccncc1)N1CC(=O)N2[C@@H](CO)[C@@H](c3ccc(-c4ccccc4)cc3)[C@@H]2C1	?	·	5	1
C[C@H]1CN([C@@H](C)CO)C(=O)c2cccc(NS(C)(=O)=O)c2O[C@H]1CN(C)Cc1ccccc1	1.5	37	0	0
COc1cccc(NC(=O)N2CC3(C2)[C@H](c2ccccc2)[C@@H](CO)N3C(=O)C2CC2)c1	-0.7	·	-4	20
NCC[C@H]1CC[C@H](NC(=O)c2ccccc2F)[C@H](CO)O1	1.2	7	2	0
C[C@H]1CN([C@@H](C)CO)S(=O)(=O)c2ccc(-c3ccccc3)cc2O[C@H]1CN(C)Cc1cccnc1	1.2	94	3	-22
C[C@H](CO)N1C[C@H](C)[C@H](CN(C)C(=O)c2ccccc2)Oc2ncc(C3=CCCC3)cc2C1=O	-0.6	-42	1	5
CC1C=NC(S(=O)(=O)N2CC[C@@H]3[C@@H](CO)N(C)c4ccc(-c5ccccc5)cc4[C@@H]32)=N1 (some centres not stated)	0.5	92	-2	13
CCCC#Cc1ccc([C@H]2[C@H](CO)N3CCCCN(Cc4ccncc4)C[C@@H]23)cc1	1.8	107*	0	-41
CO[C@@H]1CN(C)C(=O)c2cc(NC(=O)c3ccc(F)cc3)ccc2OC[C@@H](C)N(C(=O)CN(C)C)C[C@H]1C	1.3	-5	3	25
O=C(N[C@H]1CC[C@@H](CCNS(=O)(=O)c2ccc(F)cc2)O[C@H]1CO)c1cccc(F)c1	-2.2	·	-3	·
COc1ccc(S(=O)(=O)N(C)C[C@@H]2OCCCC[C@H](C)Oc3ccc(NC(=O)Nc4ccccc4)cc3C(=O)N([C@@H](C)CO)C[C@H]2C)cc1	0.1	37	-2	-79
O=C(Cc1ccccc1)N1C[C@H]2[C@@H](c3ccccc31)[C@@H](CO)N2S(=O)(=O)c1ccccc1	18	58	11	-10
CN1C(=O)c2cc(NC(=O)C3CC3)ccc2OC[C@H]2O[C@H](CC(=O)NCC3CCCCC3)CC[C@H]21	0.6	-6	-2	-1
O=C(c1cccc(F)c1)N1CC2(C1)[C@@H](c1ccccc1)[C@@H](CO)N2C(=O)C1CCCCC1	2.7	·	5	3
CC(C)NC(=O)N[C@@H]1CC[C@@H](CC(=O)NC2Cc3ccccc3C2)O[C@H]1CO	0.5	7	·	-12
C[C@H](CO)N1C[C@H](C)[C@@H](CN(C)S(=O)(=O)c2ccc(Cl)cc2)OCCCC[C@H](C)Oc2ccc(NS(=O)(=O)c3ccccc3)cc2C1=O	0.3	·	-3	-67
CO[C@H]1CN(C)C(=O)c2ccc(NS(=O)(=O)c3ccc(Cl)cc3)cc2OC[C@H](C)N(C(=O)NC(C)C)C[C@H]1C	0.9	24	7	-12
COc1ccc2c3c(n(C)c2c1)[C@H](CO)N(Cc1ccccc1OC)CC31CN(CC2CCOCC2)C1	0.5	·	7	-89*
C[C@H](CO)N1C[C@H](C)[C@H](CN(C)Cc2cccc(F)c2)OCc2ccccc2-c2c(n(C)c3ccccc23)C1=O	2.7	·	9	-22
O=C(c1cnccn1)N1CC(=O)N2[C@H](C1)[C@@H](c1ccc(C#CCc3ccccc3)cc1)[C@@H]2CO	0.1	·	0	-53
C[C@H]1CN([C@@H](C)CO)C(=O)Cc2cc(NC(=O)Nc3ccc(C(F)(F)F)cc3)ccc2O[C@@H]1CN(C)S(=O)(=O)c1ccccc1	0.7	·	2	27
Cc1ccc(S(=O)(=O)Nc2ccc3c(c2)C(=O)N([C@@H](C)CO)C[C@@H](C)[C@@H](CN(C)Cc2ccc(C(F)(F)F)cc2)O3)cc1	2.8	86	·	-5
C[C@@H]1CN([C@H](C)CO)C(=O)Cc2cc(NC(=O)Cc3cn(C)c4ccccc34)ccc2O[C@@H]1CN(C)C(=O)Nc1ccccc1	-2.6	-6	-1	-25
C[C@@H]1CN([C@H](C)CO)C(=O)c2cc(C#Cc3ccccc3F)cnc2O[C@H]1CN(C)C(=O)Cc1cccnc1	0.5	·	1	-25
Next compounds follow:
SMILES	KDM4C inh	T cruzi growth	C diff growth	Pf Dd2 growth
COCC(=O)N1C[C@H](C)[C@H](OC)CN(C)C(=O)c2cc(NC(=O)c3ccc(OC)cc3)ccc2OC[C@@H]1C	0.3	-62	·	-17
CC(C)NC(=O)N(C)C[C@H]1OCc2cn(nn2)CCCC(=O)N([C@H](C)CO)C[C@H]1C	-0.1	42	-3	6
COc1ccc(S(=O)(=O)Nc2ccc3c(c2)C(=O)N([C@@H](C)CO)C[C@@H](C)[C@@H](CN(C)CC2CCCCC2)OCCCC[C@@H](C)O3)cc1	-0.2	63	-9	-69
COc1ccc(NC(=O)N[C@@H]2CC[C@H](CCNC(=O)c3cc(Cl)cc(Cl)c3)O[C@H]2CO)cc1	-0.6	5	·	-19
